Screening data deposited in PubChem by The Scripps Research Institute Molecular Screening Center.
OXTR agonist: human OXTR agonists, primary screen, fluorescence, CHO-OTR cells, Fluo-8 calcium; Oxytocin receptor (Homo sapiens), P30559; Fluo-8 calcium fluorescence; normalized: DMSO 0%, oxytocin 100%; activation, % at 3 µM; 320,000 compounds, 0.32% hits; AID 2435, 2010;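 active = activation above the mean of all tested compounds plus 3 SD, cutoff set per screening run, cut at about 20% in these data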;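 also: peak over basal fluorescence ratio from a 100 s FLIPR kinetic read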
Target sequence (P30559 whole entry, looked up): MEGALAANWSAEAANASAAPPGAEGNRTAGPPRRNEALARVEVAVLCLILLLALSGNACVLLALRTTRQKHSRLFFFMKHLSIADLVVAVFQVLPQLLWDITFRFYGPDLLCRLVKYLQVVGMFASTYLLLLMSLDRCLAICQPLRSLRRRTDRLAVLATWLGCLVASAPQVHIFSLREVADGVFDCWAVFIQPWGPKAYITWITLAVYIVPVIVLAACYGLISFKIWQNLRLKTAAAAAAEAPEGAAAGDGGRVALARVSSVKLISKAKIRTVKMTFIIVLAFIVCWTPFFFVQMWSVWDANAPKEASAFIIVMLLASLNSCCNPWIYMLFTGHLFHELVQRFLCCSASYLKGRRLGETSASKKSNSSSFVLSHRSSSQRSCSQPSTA
GalR3 antagonist: GalR3 antagonists in HEK293 cells, primary screen, cell-based, fluorescence readout; Galanin receptor type 3 (Homo sapiens), O60755; HEK293 GalR3-CNG cAMP membrane potential fluorescence; galR3 body fused to GalR1 C-terminus; inhibition, % at 3 µM; 360,000 compounds, 0.44% hits;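 active = inhibition above the screen-wide average plus 3 SD, cut at about 13% in these data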;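 also: forskolin and galanin both at EC90 stimulate the cells; cAMP rise reported by CNG channel membrane potential dye signal; 0% = forskolin plus galanin with DMSO and 100% = forskolin alone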
Target sequence (O60755 1-299 limits assumed): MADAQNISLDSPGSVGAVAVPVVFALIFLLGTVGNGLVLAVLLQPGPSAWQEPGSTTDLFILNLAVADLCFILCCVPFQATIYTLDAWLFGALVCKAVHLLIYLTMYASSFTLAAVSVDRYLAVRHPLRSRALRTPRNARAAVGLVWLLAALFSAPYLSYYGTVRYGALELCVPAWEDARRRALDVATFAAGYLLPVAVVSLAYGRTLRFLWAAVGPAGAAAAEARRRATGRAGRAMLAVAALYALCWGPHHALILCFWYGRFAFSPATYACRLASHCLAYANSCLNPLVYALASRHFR
V1R ag counter: agonists of human V1a receptor, primary screen, counter-screen for OXTR agonist project, fluorescence, CHO-V1R cells; Vasopressin V1a receptor (Homo sapiens), P37288; Fluo-8 calcium fluorescence, agonist mode; 0% DMSO, 100% 3 nM vasopressin; activation, % at 3 µM; 320,000 compounds, 0.25% hits; AID 2797, 2010;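 active = activation above the mean activation of all tested compounds plus 3 SD, per screening run, cut at about 20% in these data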;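 also: signal is peak over basal fluorescence ratio across a 100 second FLIPR read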
Numbers without * were called inactive. This is a subset; count on the stated rates, not on these rows.

compound	OXTR agonist	V1R ag counter	GalR3 antagonist
COC(=O)[C@]1(C)CCC[C@@]2(C)C3CC[C@@]4(C)C[C@]3(CCC21)CC4=NO (some centres undefined)	-1.1	-0.8	-3
Nc1nc(SCC(=O)Nc2cccc([N+](=O)[O-])c2)n[nH]1	0.0	0.7	-5
O=C(COc1ccccc1)OCC(=O)c1c[nH]c2ccccc12	2.5	0.8	0
Cc1noc(C)c1C(=O)N(CC(=O)Nc1ccccc1Br)Cc1ccco1	0.1	-0.7	-3
CC(C)=CCC[C@](C)(OC1OC(COC2OCC(O)C(O)C2O)C(O)C(O)C1O)C1CC[C@]2(C)C1C(O)CC1[C@@]3(C)CCC(O[C@@H]4O[C@H](CO)C(O)C(O)C4O[C@@H]4OC(CO)C(O)C(O)C4O)C(C)(C)C3CC[C@]12C (some centres undefined)	0.4	1.6	-2
CC(NC(=O)c1ccccc1F)C12CC3CC(CC(C3)C1)C2 (centres undefined)	-2.3	-1.0	-4
COc1cc([C@H]2OC[C@H]3[C@@H]2CO[C@H]3c2ccc(O)c(OC)c2)ccc1O	4.0	3.9	-3
CCC(C)N(C(=O)COC(=O)c1ccc(=O)n(Cc2ccccc2)n1)C1CCS(=O)(=O)C1 (centres undefined)	0.3	0.3	3

Structural class: the compounds so far containing an NH in an aromatic ring.
compound	OXTR agonist	V1R ag counter	GalR3 antagonist
Nc1nc(SCC(=O)Nc2cccc([N+](=O)[O-])c2)n[nH]1	0.0	0.7	-5
O=C(COc1ccccc1)OCC(=O)c1c[nH]c2ccccc12	2.5	0.8	0

Additional compounds
compound	OXTR agonist	V1R ag counter	GalR3 antagonist
CN(C(=O)c1ccc(NC(=O)Cc2ccc([N+](=O)[O-])cc2)cc1)C1CCCC1	22*	21*	-5
Cc1ccc(OCCNC(=O)C2CC(=O)N(Cc3ccccc3)C2)cc1 (centres undefined)	0.8	0.5	1
Cc1ccc(S(=O)(=O)N2[C@@H](c3ccccc3F)C(C(=O)O)=CC[C@H]2c2ccc(Cl)c(Cl)c2)cc1	-1.4	1.1	-2
COCCn1cnnc1SCC(=O)Nc1cccc(S(=O)(=O)N2CCCCC2)c1	0.0	0.9	-1
O=C(NCCS(=O)(=O)NCc1ccccc1)c1ccccc1	-0.7	-1.0	4
N#CCCCC#Cc1ccc2c(c1)COc1c3ccccc3nn1-2	5.5	3.7	-6
CN(Cc1ccc(Cl)c(Cl)c1)C(=O)c1cccc(S(=O)(=O)N2CCN(Cc3ccccc3)CC2)c1	8.2	6.0	-7
COc1ccccc1C(CNC(=O)C1CC(=O)N(Cc2ccc(C)cc2)C1)N1CCCC1 (centres undefined)	0.3	-0.4	1
O=C(Cc1ccc(S(=O)(=O)N2CCCC2)s1)Nc1cccc([N+](=O)[O-])c1	3.8	2.7	-7
CSc1ccc(S(=O)(=O)NCC(=O)OCCOc2ccccc2)cc1[N+](=O)[O-]	4.0	-0.3	-3
Cc1cc(Br)cc(C=Nc2ccc(N3CCOCC3)cc2)c1O	0.4	-1.4	-5
CC(C)CN(C(=O)COC(=O)CN1C(=O)c2ccccc2C1=O)c1c(N)n(Cc2ccccc2)c(=O)[nH]c1=O	-0.7	-0.5	-3
O=C(COC(=O)c1ccc(Br)o1)Nc1ncc([N+](=O)[O-])s1	11	8.7	-8
COc1ccc(NC(C)=O)cc1S(=O)(=O)N1CC=C(c2ccccc2)CC1	17	12	-5
O=C(Cn1nc(C(=O)O)c2ccccc2c1=O)Nc1cccc(S(=O)(=O)N2CCOCC2)c1	-0.1	-0.2	1
Cc1ccc(C(=O)NCC(=O)OCCCOC(=O)CNC(=O)c2ccc(C)cc2)cc1	-2.6	-1.3	-5
CN(c1ccccc1)c1cc(Br)nc(Br)c1	-2.5	0.3	-7
CC(C)(C)OC(=O)N1CCC(NC(=O)c2[nH]cnc2C(=O)Nc2ccon2)CC1	0.1	0.3	-3
Cc1ccc(S(=O)(=O)N(C)CC(=O)NNC(=O)Cc2ccccc2F)cc1	-0.3	0.3	-3
O=C1CCC/C=C\C[C@@H](CC(=O)N(CCO)Cc2ccccc2)C(=O)NCCO1	-0.5	1.0	-3
COc1ccc(CNC(=O)c2ccc(N3CCC4(CC3)CC(c3ccc(Cl)cc3)=NO4)c(NC(=O)Cc3ccc(F)cc3)c2)cc1	1.4	2.0	-3
O=C(CCN=C1NS(=O)(=O)c2ccccc21)OCc1cccc(Cl)c1	3.9	2.8	-2
COc1ccc(-c2csc(NC(=O)CSCc3c(C)noc3C)n2)c(OC)c1	-2.0	-1.1	-4
Cc1cc(Cl)ccc1NC(=O)COC(=O)CCNS(=O)(=O)c1ccccc1	4.2	5.1	-6
CC(C)CCC1(C)NC(=O)N(CC(=O)Nc2ccc3c(c2)OCCO3)C1=O (centres undefined)	1.5	2.2	-8
CCN(CC(=O)Nc1ccc(OC)cc1)C(=O)Cc1cccs1	-1.4	-0.6	-2
O=C(O)c1cccc2c1C(=O)c1ccc(Cl)cc1S2(=O)=O	0.8	1.0	2
CCOc1ccc(OCCC(=O)OCC(=O)N2CCN(c3ccc(OC)cc3)CC2)cc1	0.3	2.2	-3
COC(=O)C1CCN(C(=O)c2cc(-c3ccco3)nc3ccccc23)CC1	1.9	1.2	-4
COc1ccc(NS(=O)(=O)c2c(F)cccc2F)cc1S(=O)(=O)N1CCOCC1	0.4	-0.8	-5
COC(=O)c1c(C)[nH]c(C(=O)COc2ccc3ccc(=O)oc3c2)c1C	1.2	6.6	-4
CCCCn1c(N)c(N(C)C(=O)C2CC(=O)N(Cc3ccco3)C2)c(=O)[nH]c1=O (centres undefined)	0.9	1.4	-5
O=C(COC(=O)COc1ccccc1F)Nc1ccc2c(c1)OCO2	-0.2	-0.2	-7
CCN(CC(=O)Nc1c(F)cccc1F)C(=O)c1cc2ccccc2oc1=O	0.3	0.1	-3
O=C(COC(=O)c1cc(Br)ccc1O)Nc1ccc2c(c1)OCCO2	1.9	4.5	-5
CC1(C)O[C@@H]2[C@H](O1)[C@@H](CO)O[C@H]2n1c(N2CCCCC2)nc2c(N)ncnc21	0.1	-0.9	1
C=CC[C@@H](CC(=O)N[C@@H](CO)Cc1ccccc1)C(=O)N[C@@H](COC(=O)[C@@H](CC=C)Cc1ccc(F)cc1)Cc1ccccc1	3.0	0.7	-8
COc1ccc(S(=O)(=O)N2CCOCC2)cc1NC(=O)Cc1sc(C)nc1-c1ccc(F)cc1	-1.4	-1.5	-4
COc1ccc(/C=C/C(=O)N2CCN(S(=O)(=O)c3ccccc3Br)CC2)cc1OC	-0.5	1.1	-7
O=C1C=C(c2cc3ccccc3s2)C[C@@H](c2ccc(Cl)cc2)C1	2.1	-0.3	-1

Compounds above containing a furan ring, fused or not, in the order listed:
compound	OXTR agonist	V1R ag counter	GalR3 antagonist
Cc1noc(C)c1C(=O)N(CC(=O)Nc1ccccc1Br)Cc1ccco1	0.1	-0.7	-3
O=C(COC(=O)c1ccc(Br)o1)Nc1ncc([N+](=O)[O-])s1	11	8.7	-8
COC(=O)C1CCN(C(=O)c2cc(-c3ccco3)nc3ccccc23)CC1	1.9	1.2	-4
CCCCn1c(N)c(N(C)C(=O)C2CC(=O)N(Cc3ccco3)C2)c(=O)[nH]c1=O (centres undefined)	0.9	1.4	-5

Remaining list, next part:
compound	OXTR agonist	V1R ag counter	GalR3 antagonist
CCN(C(=O)Cn1nc(C)c([N+](=O)[O-])c1C)C1CCS(=O)(=O)C1 (centres undefined)	0.9	0.7	0
CCOC(=O)[C@H]1[C@H]2COc3ccc(Br)cc3[C@@H]2N2C(=O)N(c3ccc(F)cc3)C(=O)[C@@]12C	-0.3	0.6	-3
O=C(OCc1nc2scc(-c3ccccc3)c2c(=O)[nH]1)c1ccco1	-0.4	0.4	-1
CCCc1cc(C(=O)OCC(=O)N(CCC)c2c(N)n(Cc3ccccc3)c(=O)[nH]c2=O)sc1C	1.4	0.3	-3
COc1ccccc1C(=O)NC(=O)COC(=O)CNC(=O)c1ccccc1	0.1	0.7	-5
Cc1c(NC(=O)c2ccc(Cl)c([N+](=O)[O-])c2)cccc1-n1cnnn1	2.8	1.3	-8
CCN(CC(=O)Nc1ccc(NC(C)=O)cc1)C(=O)c1cc2c(s1)CCCC2	0.6	0.3	-8
Cc1cc(F)ccc1NC(=O)C1CSC2(C)CCC(=O)N12 (centres undefined)	0.0	0.3	0
O=C(CC1C[C@H](C(=O)N2CCOCC2)[C@@]2(CCC3CCCC3)c3[nH]c4ccccc4c3CCN2C1=O)NCCc1ccccn1 (some centres undefined)	-1.8	-1.1	-2
CN(C)C(CNC(=O)CSc1nc2sc3c(c2c(=O)n1C)CCCC3)c1ccccc1 (centres undefined)	2.2	3.9	-5
O=C(NCC1CC1)[C@]1(C(F)(F)F)C[C@H](CCC2CCCCC2)CCCO1	-0.9	-0.4	0
Cc1ccc(-n2ccnc(SCC(=O)NCCc3ccccc3)c2=O)cc1F	-1.9	0.1	-2
COc1ccc(NC(=O)CN(C)C(=O)Cc2c(C)nc3ccccc3c2C)cc1	-1.5	-0.8	-4
O=C(Nc1ccccc1F)C1CCCC1	-0.4	0.9	-5
Cc1cc(C)nc(NC(=O)CCN2C(=O)c3ccccc3S2(=O)=O)n1	0.9	1.5	-3
CCN(CC)CCCn1c2c(c(SCC(=O)Nc3ccc(OC(F)(F)F)cc3)nc1=O)CCC2	0.8	0.3	0
CN1CCN(S(=O)(=O)c2ccc(NN)nc2)CC1	1.3	-0.1	2
COc1cc(/C=C/C(=O)OC[C@H]2O[C@H](OC3(CO)OC(CO)C(O)C3O)[C@H](O)[C@@H](O)[C@@H]2O)ccc1O (some centres undefined)	1.4	1.9	-3
CCOC(=O)C1CCCN(S(=O)(=O)CCNC(=O)c2ccccc2)C1 (centres undefined)	0.7	1.0	3
O=C(CSc1nc(=O)n(CCCN2CCOCC2)c2c1CCCC2)Nc1ccc(Cl)cc1	-1.7	-0.7	2
O=C(Cc1csc(NC(=O)Nc2ccc(Cl)cc2)n1)NCc1ccccn1	1.5	0.5	1
CC1(c2cccc(Br)c2)NC(=O)N(CC(=O)NCC2CCCO2)C1=O (centres undefined)	0.9	-0.1	-5
CSc1sc(C(=O)NN)c2c1C(O)CCC2 (centres undefined)	-1.9	-1.1	-6
Cc1cc(C)c(C)c(S(=O)(=O)N2CCN(C(=O)c3ccncc3)CC2)c1C	1.4	1.6	2
O=C(/C=C(O)/C=C/c1ccc(O)cc1)/C=C/c1ccc(O)cc1	100*	76*	-4
CCOC(=O)[C@H]1[C@H]2COc3ccc(OC)cc3[C@@H]2N2C(=O)c3cc(OC)ccc3NC(=O)[C@@]12C	0.3	-0.4	-4
NC(=O)c1ccccc1OCC(=O)Nc1ccc2c(c1)CCC2	4.7	1.9	-4
CCCCN(C(=O)C1=COCCO1)c1c(N)n(CCC)c(=O)[nH]c1=O	0.3	0.5	-1
CN(CC(=O)Nc1ccc(F)c(F)c1F)C(=O)C1CSC2(C)CCC(=O)N12 (centres undefined)	-0.4	1.1	0
COCCN1C(=O)N[C@@H](c2cccs2)C(C(C)=O)=C1C	0.8	2.1	-1
O=C(Nc1nnc(-c2ccc(Br)cc2)o1)C1=COCCO1	-1.0	-1.1	-2
COc1cc(NC(=O)CCN2C(=O)NC3(CCCC3)C2=O)c(OC)cc1Cl	-0.2	-0.2	-1
OCCOCCn1c(C2CCCN2c2nc(-c3ccc(F)cc3)cs2)nc2cc(C(F)(F)F)ccc21 (centres undefined)	-0.3	0.7	0
Cc1ccc(S(=O)(=O)N2CCC(C(=O)NNC(=O)c3ccccc3O)CC2)cc1	-0.3	-0.7	-2
CSc1ccc(C2=CC(=O)C[C@H](c3ccc(Cl)cc3)C2)cc1	2.0	1.9	-5
CCCCN(C(=O)COC(=O)c1nc2nccc(C)n2n1)C1CCS(=O)(=O)C1 (centres undefined)	0.6	0.6	-4
Cc1nc(C)c(C(=O)OCC(=O)Nc2cccc(C)c2C)s1	4.2	5.3	-4
CCCc1cc(=O)[nH]c2nnc(SCC(=O)Nc3cc(C)on3)n12	0.6	0.8	-2
COc1ccc(/C=C/C(=O)Oc2ccc(C=O)cc2OC)cc1	0.2	0.0	-5
